Screening results deposited in PubChem by National Center for Advancing Translational Sciences (NCATS).
RECQ1 inh = qHTS Assay for Inhibitors of RecQ-Like Dna Helicase 1 (RECQ1) | Potency, µM (series often up to 57.3 µM), for the others: top-dose activity, negative = inhibition, hits mostly inhibitors | RECQ1 DNA unwinding, red fluorescence kinetic read | ATP-dependent DNA helicase Q1 (Homo sapiens), P46063 | AID 2549, 2010 | hit rate 0.54% among 240,000;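 further: plate controls were vehicle for no effect and no enzyme for full effect; nearly all actives have a fitted effect of over 30% in size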
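50 nM RECQ1T1 preincubated 15 min with compound in Tris pH 8.0 buffer with MgCl2, DTT, Tween-20 and 2.5 ug/ml poly(dI-dC); started with 200 nM TAMRA/BHQ-2 forked duplex and 2 mM ATP. Unwinding read as fluorescence (525/598 nm), two reads 2 h apart.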
Tau fluor cs = Counterscreen qHTS for Inhibitors of Tau Fibril Formation, Fluorescence Polarization | tau K18 P301L Alexa594 fluorescence, heparin fibrillization | Potency, µM (doses to about 57.7 µM), for inactives: top-dose activity change, negative = decrease | hit rate 0.93% among 280,000 | AID 1463, 2008; further: on the % scale 0 is the no-effect control and ±100 the full control effect; nearly all actives have a fitted effect of over 55% in size
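Human K18 P301L tau (15 uM unlabeled plus 0.24 uM Alexa 594-labeled, final) in 100 mM sodium acetate pH 7 was mixed with compound and 20 uM heparin and incubated 6 hr at 37 C.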
L3MBTL1 inh = qHTS Assay for the Inhibitors of L3MBTL1. AlphaScreen L3MBTL1–H3K9me1 peptide binding. AID 485360, 2010. Lethal(3)malignant brain tumor-like protein 1 (Homo sapiens), Q9Y468. hit rate 0.66% among 230,000. Potency, µM (series often up to 57.1 µM), for inactives: at the top dose activity, negative = inhibition, usual class: inhibitors; further: on the % scale 0 is the no-effect control and ±100 the full control effect; nearly all actives have a fitted effect of over 60% in size
Target sequence (Q9Y468 whole entry, looked up): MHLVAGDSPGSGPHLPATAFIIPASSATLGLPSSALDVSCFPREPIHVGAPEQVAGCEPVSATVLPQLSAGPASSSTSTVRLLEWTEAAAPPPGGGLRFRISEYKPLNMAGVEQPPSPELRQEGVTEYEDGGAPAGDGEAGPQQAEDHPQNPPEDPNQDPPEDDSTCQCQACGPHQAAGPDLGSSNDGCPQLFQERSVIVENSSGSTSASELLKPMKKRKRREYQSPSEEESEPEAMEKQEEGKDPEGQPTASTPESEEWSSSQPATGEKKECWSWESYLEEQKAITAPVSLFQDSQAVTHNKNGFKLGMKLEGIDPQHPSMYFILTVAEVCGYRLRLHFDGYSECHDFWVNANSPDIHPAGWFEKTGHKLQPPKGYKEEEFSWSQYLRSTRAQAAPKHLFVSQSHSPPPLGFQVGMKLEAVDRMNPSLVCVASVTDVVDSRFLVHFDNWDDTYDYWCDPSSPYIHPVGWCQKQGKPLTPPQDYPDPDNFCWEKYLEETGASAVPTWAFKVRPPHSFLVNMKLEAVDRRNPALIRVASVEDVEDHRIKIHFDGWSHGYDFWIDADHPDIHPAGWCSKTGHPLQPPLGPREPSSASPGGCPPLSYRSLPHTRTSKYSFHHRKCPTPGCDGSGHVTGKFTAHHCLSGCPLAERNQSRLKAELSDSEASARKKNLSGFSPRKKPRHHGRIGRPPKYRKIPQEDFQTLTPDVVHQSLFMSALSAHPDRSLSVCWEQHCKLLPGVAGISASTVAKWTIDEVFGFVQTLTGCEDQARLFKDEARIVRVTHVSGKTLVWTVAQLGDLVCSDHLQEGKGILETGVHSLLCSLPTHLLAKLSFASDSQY
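L3MBTL1 50 nM + b-AHA-H3(1-15)K9me1 75 nM, 30 min RT; compound added, 30 min RT; streptavidin donor/Ni-chelate acceptor beads 10 ug/mL each final, 30 min RT dark; AlphaScreen read.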
TexasRed fluor = Total Fluorescence Counterscreen for Inhibitors of the Interaction of Thyroid Hormone Receptor and Steroid Receptor Coregulator 2; hit rate 0.29% among 280,000; TRb/SRC2 Texas Red total fluorescence interference; AID 1479, 2009; Potency, µM (titrated, usually from 106 µM), for inactives: at the top dose fluorescence change, negative = quenching; active means well fitted curve in either direction with a large enough effect; inconclusive means small, poorly fitted or top-dose-only effect; further: on the % scale 0 is the no-effect control and ±100 the full control effect
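Human TRb ligand-binding domain at 0.6 uM with 20 nM Texas Red SRC2 peptide in Tris buffer containing 1 uM T3 and 5% DMSO, incubated with compound 5 h at ambient temperature. Total fluorescence (555/632 nm) calculated as parallel + 2 × perpendicular.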
TRb SRC2 PPI = qHTS for Inhibitors of the Interaction of Thyroid Hormone Receptor and Steroid Receptor Coregulator 2; Thyroid hormone receptor beta (Homo sapiens), P10828; hit rate 0.065% among 280,000; Potency, µM (highest dose often 106 µM), without a hit: at the highest dose activity change, negative = inhibition, hits mostly inhibitors; TRbeta-SRC2 peptide binding, fluorescence polarization; receptor liganded with 1 µM T3;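 further: plate controls were bound peptide for no effect and peptide without receptor for full effect; nearly all actives have a fitted effect of over 50% in size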
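Quantitative HTS by FP: 0.6 uM TRb LBD, 20 nM labeled SRC2 20-mer, 1 uM T3, 5% DMSO; 5 hr ambient incubation; % activity per concentration and potencies from concentration series.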
HTT ATP protect = qHTS Multiplex Assay to Identify Dual Action Probes in a Cell Model of Huntington: Cytoprotection (ATP). PC12 HTT-Q103 induced, cytoprotection, ATP luminescence, 40 h. Potency, µM (titrated, usually from 56.4 µM), for inactives: cytoprotection (ATP increase), most hits filed as activators. hit rate 0.14% among 230,000;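 further: % of control where 0% means no effect; nearly all actives have a fitted effect of over 45% in size; toxic huntingtin expression switched on by the ecdysone agonist tebufenozide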
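ATP quantification (ATPlite) reports survival of PC12 cells in which tebufenozide, 100 nM final, switches on Htt exon 1 with 103 glutamines linked to GFP; compounds are titrated.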
Tau ThT inhib = qHTS for Inhibitors of Tau Fibril Formation, Thioflavin T Binding; Microtubule-associated protein tau (Homo sapiens), P10636; recombinant tau K18 P301L (four-repeat tau fragment), heparin-induced fibrillization, ThT fluorescence; Potency, µM (series often up to 57.4 µM), without a hit: at the top dose activity, negative = inhibition, usual class: inhibitors; hit rate 2.1% among 270,000; AID 1460, 2008; further: on the % scale 0 is the no-effect control and ±100 the full control effect; nearly all actives have a fitted effect of over 55% in size
Target sequence (P10636 561-689 P618L limits assumed): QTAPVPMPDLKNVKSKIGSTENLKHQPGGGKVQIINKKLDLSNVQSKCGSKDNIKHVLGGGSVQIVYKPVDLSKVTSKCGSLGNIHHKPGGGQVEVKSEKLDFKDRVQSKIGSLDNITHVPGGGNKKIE
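Heparin-induced fibrillization of the P301L-mutant K18 repeat-domain fragment of human tau was followed by ThT binding in quantitative high-throughput format.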
Tau FP inhib = qHTS for Inhibitors of Tau Fibril Formation, Fluorescence Polarization; Microtubule-associated protein tau (Homo sapiens), P10636; K18 P301L tau heparin fibrillization, Alexa594 FP, 6 h; Potency, µM (doses to about 57.7 µM), for the others: top-dose activity, negative = inhibition, usual class: inhibitors; hit rate 0.39% among 280,000; further: on the % scale 0 is the no-effect control and ±100 the full control effect; nearly all actives have a fitted effect of over 55% in size
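K18 P301L tau (15 uM unlabeled/0.24 uM Alexa 594-labeled, final) + compound + heparin 20 uM final; 100 mM NaOAc pH 7; 6 hr 37 C; ThT 30 uM final added, 1 hr RT; FP ex 555/em 632 nm.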
Active calls of the source: *; i = inactive; ? = inconclusive; · = no result given; [ ] = dose if it differs, or a comment. Unless noted, the call rests on the fitted dose curve; in most records, active means well fitted curve in the direction sought with a large enough effect; inconclusive means small, poorly fitted or top-dose-only effect, or another doubt; inactive means no such curve, though single readings can be large; an effect the other way counts as inactive or inconclusive. Potency means the concentration at half of the fitted maximal effect.

SMILES	RECQ1 inh	Tau fluor cs	L3MBTL1 inh	TexasRed fluor	TRb SRC2 PPI	HTT ATP protect	Tau ThT inhib	Tau FP inhib
COc1ccc(C2(CNC(=O)CCC(=O)O)CCCC2)cc1OC	-14%	-6%	·	0%	1%	-1%	-3%	6%
Cc1ccc(CSc2nc3c(c(=O)[nH]2)C(c2cccc(F)c2F)CC(=O)N3)cc1 (centres undefined)	·	-1%	·	8.9µM*[quencher]	?	·	10%	-13%
CCCCN(CCCNC(=O)c1ccc2nc(N3CCOCC3)sc2c1)Cc1ccccc1	-5%	-18%	·	0%	-13%	-3%	-14%	-4%
Brc1ccccc1/C=N/Nc1ccc2ccccc2n1	-12%	?	3%	3%	2%	-5%[10 µM]	?	8%
COc1ccccc1N1CCN(C2CC(=O)N(C)C2=O)CC1 (centres undefined)	3%	5%	·	-5%	-3%	-10%	-7%	9%
Cc1cc(C(C)(C)C)oc1C(=O)N(CC(=O)NC1CCCC1)c1c(C)cccc1C	i	-9%	-4%	4%	-2%	13%[10 µM]	?	8%
Cc1ccccc1C(O)c1cccnc1 (centres undefined)	-5%	-3%	12%	0%	-2%	·	-4%	-1%
O=C(CSc1n[nH]c(=O)[nH]c1=O)N1CCCCCC1	i	-9%	4%	-4%	2%	10%[10 µM]	-4%	-4%
CCOc1ccc(N/C=C/C(=O)c2ccc3ccccc3c2)c([N+](=O)[O-])c1	-1%	?	?	0%	1%	22%[10 µM]	1.1µM*	2%
O=S(=O)(c1cccc2c(S(=O)(=O)N3CCCC3)cccc12)N1CCCC1	-10%	-16%	-2%	1%	6%	4%	-11%	2%
COc1cccc(NC(=O)CCSc2nc(-c3ccco3)cc(C(F)(F)F)n2)c1	·	?	·	3%	2%	·	-8%	?
COc1ccc(NC(=O)c2ccccc2Cl)cc1NC(=O)CN1CCOCC1	i	7%	·	-3%	-3%	8%	-6%	0%
COc1ccc(C2CC(=O)N3CN(c4ccccc4F)CSC3=C2C#N)cc1OC (centres undefined)	-1%	-24%	·	-9%	2%	-15%	28µM*	?
O=C(CSc1nncc2ccccc12)N1CCOCC1	11%	0%	-5%	-1%	-4%	24%[4.97 µM]	-12%	-10%
CN1CCN(S(=O)(=O)c2ccc(NC(=S)NC(=O)C3CCC3)cc2)CC1	-6%	-2%	-10%	-5%	1%	·	-3%	-2%
CCN(CC)S(=O)(=O)c1ccc(OCCNS(C)(=O)=O)cc1	-3%	-13%	·	0%	-2%	-47%[inhibitor]	-7%	-3%
CCOC(=O)c1cnc2cc(C(F)(F)F)ccc2c1Nc1cc(C)ccc1OC	·	-3%	·	-14%	4%	·	-4%	-7%
COc1ccc(C(=O)N/C(=C/c2cccs2)C(=O)NCCCn2ccnc2)cc1OC	-12%	6%	-1%	0%	0%	1%	1%	1%
O=C(Nc1cc(Sc2ccccn2)cc([N+](=O)[O-])c1)c1cccc(F)c1	0%	7%	-14%	-2%	1%	17%[10 µM]	4%	4%
COC(=O)[C@H](CCSC)NC(=O)NCc1ccc(S(N)(=O)=O)cc1	-5%	-1%	-1%	-2%	4%	5%	2%	2%

Pulled by structure from above:
SMILES	RECQ1 inh	Tau fluor cs	L3MBTL1 inh	TexasRed fluor	TRb SRC2 PPI	HTT ATP protect	Tau ThT inhib	Tau FP inhib
O=C(CSc1n[nH]c(=O)[nH]c1=O)N1CCCCCC1	i	-9%	4%	-4%	2%	10%[10 µM]	-4%	-4%
COC(=O)[C@H](CCSC)NC(=O)NCc1ccc(S(N)(=O)=O)cc1	-5%	-1%	-1%	-2%	4%	5%	2%	2%
O=S(=O)(c1cccc2c(S(=O)(=O)N3CCCC3)cccc12)N1CCCC1	-10%	-16%	-2%	1%	6%	4%	-11%	2%

The results go on:
SMILES	RECQ1 inh	Tau fluor cs	L3MBTL1 inh	TexasRed fluor	TRb SRC2 PPI	HTT ATP protect	Tau ThT inhib	Tau FP inhib
CC(C)Cn1c(N)c(C(=O)CSc2ncnc3sc4c(c23)CCCC4)c(=O)n(C)c1=O	-12%	-13%	2%	-2%	-9%	-11%[10 µM]	-6%	?
Cc1cc(C(=O)Nc2ccc3c(c2)OCO3)cs1	6%	-6%	-1%[11.4 µM]	1%	5%	-46%[inhibitor]	-18%	11%
Cc1ccc2c(CSc3nnc4ccccn34)cc(=O)oc2c1C	-1%	0%	7%	-9%	4%	·	-2%	4%
Cc1ccc2c(c1)C(c1ccncc1)=NNC(c1cccnc1)=N2	-9%	-2%	11%	-3%	1%	6%[10 µM]	-8%	4%
Cc1ccc2c(=O)cc(C(=O)Nc3ccc(S(=O)(=O)Nc4onc(C)c4C)cc3)oc2c1	·	-15%	·	?	11%	·	-16%	8%
COc1ccc2cc(CCNS(=O)(=O)c3ccc(C)cc3)c(=O)[nH]c2c1	·	-15%	·	0%	0%	·	-10%	-5%
COc1c(F)c(F)c(C(=O)Nc2ccc3oc(-c4ccncc4)nc3c2)c(F)c1F	-1%	-9%	-2%	-2%	1%	-21%	-12%	-1%
Cc1cc(C)c(S(=O)(=O)NCC2CCC(C(=O)NCCc3ccccc3)CC2)c(C)c1 (centres undefined)	·	-4%	·	-7%	2%	·	-14%	-6%
COc1ccc(NC(=O)c2cc3c(=O)n(Cc4cccs4)ccc3nc2C)cc1	·	-13%	·	0%	3%	·	-9%	-9%
Cc1ccc(C2CC(=O)NC(SCc3ccccc3)=C2C#N)o1 (centres undefined)	5%	7%	18µM*	-1%	-2%	-124%[inhibitor]	11%	12%
COC(=O)c1sccc1NC(=O)COc1ccc(Cl)cc1Cl	-13%	-5%	3%	0%	-16%	-2%[10 µM]	1%	?
NS(=O)(=O)c1ccc(CCNC(=O)C2CCN(S(=O)(=O)c3c(Cl)cccc3Cl)CC2)cc1	13%	1%	·	-1%	-4%	11%[10 µM]	-2%	8%
O=C(CSc1ccc2ccccc2c1)Nc1nc2ccccc2[nH]1	-5%	-9%	1%	-1%	4%	-2%[10 µM]	-11%	?
Cc1ccc2nc(CSc3nc(C)ccc3C#N)[nH]c2c1	-6%	?	·	-9%	-11%	-106%[inhibitor]	11µM*	2%
CCN1CCN(CCNC(=O)c2ccc3c(c2)N(Cc2ccc(F)cc2)C(=O)/C(=C/c2ccccc2)S3)CC1	i	?	·	-2%	2%	-169%[inhibitor]	?	?
Cc1cc(N2CCC(C(=O)Nc3ccccc3Cl)CC2)n2nc(C)c(-c3ccc(Cl)cc3)c2n1	·	-13%	·	-8%	1%	·	-5%	-3%
O=C(CNC(=O)c1cccs1)c1ccc([N+](=O)[O-])cc1	-1%	-20%	-14%	0%	-11%	5%[10 µM]	?	?
COCc1[nH]nc2c1C(c1ccccc1F)C(C#N)=C(N)O2 (centres undefined)	-6%	-1%	-2%	0%	-2%	21%[10 µM]	-7%	4%
CC1(NC(=O)Nc2ccccc2)CCS(=O)(=O)C1 (centres undefined)	i	-1%	3%	-2%	-2%	-1%[10 µM]	2%	3%
O=C(CCc1cn(Cc2ccc(F)cc2)c2ccccc12)NC1CCCCC1	·	-6%	·	-2%	-5%	·	-4%	1%
COC(=O)C1=C(C)Nc2ccc(C)cc2S1	-17%	-29%	·	5%	1%	-18%	?	3%
CCCOC(=O)c1ccc(NS(=O)(=O)c2cccs2)cc1	-8%	-5%	-1%	1%	-20%	1%	5%	-2%
Cc1onc(-c2c(F)cccc2Cl)c1C(=O)ONC(=O)c1ccco1	-4%	-3%	·	-1%	-2%	1%[10 µM]	·	-16%
CC(=O)N1CCCc2cc(S(=O)(=O)NCc3ccc(N(C)C)cc3)ccc21	·	-14%	·	-1%	-4%	·	-7%	-10%
Cc1nn2c(=O)c(NC(=O)c3ccc(F)cc3)cnc2s1	-4%	11%	·	-6%	1%	16%	5%	6%
Cc1ccc2c(c1)N(CC(=O)N1CCCc3ccccc31)C(=O)C(C)O2 (centres undefined)	?	-5%	-2%	1%	2%	-16%	-2%	5%
CCCCOc1ccc(CNC(=O)CN2CCSc3ccccc32)cc1	·	?	·	-5%	0%	·	?	7%
CCOC(=O)C1(Cc2cccc(OC)c2)CCN(Cc2cc(OC)ccc2OC)CC1	-9%	1%	-17%	-2%	1%	-16%	-4%	5%
Cc1ccc(C(=O)c2oc3ccccc3c2NC(=O)c2cc(-c3ccccc3)on2)cc1	·	2%	·	-24%	-2%	·	5%	-12%
CN(C)C=Nc1nonc1-c1ccccc1	-4%	-7%	3%	-1%	-3%	7%[10 µM]	-5%	4%
CCN(Cc1ccccc1)C(=O)C1CCN(c2ncnc3c2nc2n3CCCCC2)CC1	·	3%	·	-5%	2%	·	-6%	0%
COc1ccc2[nH]c(C)c(CCNC(=S)Nc3cccc(C)c3)c2c1	-15%	16µM*[quencher]	?	-6%	5%	·	?	15%
c1ccc2oc(-c3ccc4nc[nH]c4c3)nc2c1	i	0%	1%	-1%	6%	-28%[10 µM]	4%	8%
CC1(C)Oc2ccc3ccc(=O)oc3c2/C(=C/Nc2ccccn2)C1=O	0%	-18%	-8%	0%	6%	-8%	2%	-6%
O=C(NCc1ccccn1)c1cc(-c2ccccc2Cl)nc2ccccc12	-10%	17%	-9%	-2%	8%	-19%[10 µM]	14%	8%
CC(CN1CCN(Cc2ccccc2)CC1)OC(=O)c1ccco1 (centres undefined)	i	1%	·	0%	12%	-19%[10 µM]	-1%	5%
CNC(=S)NCC(O)c1ccc([N+](=O)[O-])cc1 (centres undefined)	i	-1%	1%	-2%	2%	4%[10 µM]	-3%	-2%

Only part of the results is shown; rates above refer to the full screens.
